# GSK3beta inhib = human GSK3beta kinase inhibition | activity score (negative = inhibition), % at 10 µM | 0.038% of 300,000 active | GST-GSK3beta kinase, ADP-Glo luminescence, 60 min; stronger effect = lower value | P49841;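 active means more than half of replicate wells score below -50%, meaning over 50% inhibition versus plate controls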;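 further: 0% = median DMSO wells and -100% = median GW8510 positive control wells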
# Target sequence (P49841 whole entry, looked up): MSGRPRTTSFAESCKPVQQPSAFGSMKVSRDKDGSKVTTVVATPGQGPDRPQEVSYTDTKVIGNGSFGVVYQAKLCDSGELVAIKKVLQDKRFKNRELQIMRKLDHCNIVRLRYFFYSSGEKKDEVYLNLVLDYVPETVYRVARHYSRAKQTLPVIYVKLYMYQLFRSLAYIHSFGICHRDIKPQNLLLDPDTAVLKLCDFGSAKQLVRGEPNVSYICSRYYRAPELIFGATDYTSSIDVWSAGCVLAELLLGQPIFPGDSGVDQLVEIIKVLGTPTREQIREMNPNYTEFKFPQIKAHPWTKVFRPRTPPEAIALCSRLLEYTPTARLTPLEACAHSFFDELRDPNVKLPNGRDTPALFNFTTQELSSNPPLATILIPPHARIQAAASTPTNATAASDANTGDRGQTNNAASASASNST
#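 Assay system: GST-tagged human GSK3beta kinase, cell-free; Input: 1.6 ng GSK3beta; Medium: Tris/MgCl2 kinase buffer; Timing: 60 min enzyme reaction, room temperature; Signal: ADP-Glo luminescence quantifying ADP generated by kinase; Evaluation: score relative to plate controls; Benchmarks: DMSO neutral wells and GW8510 at 20 µM as positive.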
# IEC-6 tox = kills IEC-6 intestinal cells in KLF5 counter-screen; IEC-6 cytotoxicity, luminescence viability; inhibition, % at 5 µM; 0.78% of 290,000 active; in the data active means inhibition above about 22%;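 further: 0% = plate median of test compound wells and 100% = cytotoxic reference compound wells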
# GSK3 alpha inh = human GSK-3 alpha kinase inhibition | ADP-Glo luminescence, 60 min | 0.1% of 320,000 active | inhibition, % at 10 µM | AID 2650 | P49840;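 in the data active means inhibition above about 50%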;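 further: GST-tagged GSK-3 alpha with peptide substrate and 25 µM ATP; 0% = DMSO neutral wells and 100% = GW8510 positive control wells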
# Target sequence (P49840 whole entry, looked up): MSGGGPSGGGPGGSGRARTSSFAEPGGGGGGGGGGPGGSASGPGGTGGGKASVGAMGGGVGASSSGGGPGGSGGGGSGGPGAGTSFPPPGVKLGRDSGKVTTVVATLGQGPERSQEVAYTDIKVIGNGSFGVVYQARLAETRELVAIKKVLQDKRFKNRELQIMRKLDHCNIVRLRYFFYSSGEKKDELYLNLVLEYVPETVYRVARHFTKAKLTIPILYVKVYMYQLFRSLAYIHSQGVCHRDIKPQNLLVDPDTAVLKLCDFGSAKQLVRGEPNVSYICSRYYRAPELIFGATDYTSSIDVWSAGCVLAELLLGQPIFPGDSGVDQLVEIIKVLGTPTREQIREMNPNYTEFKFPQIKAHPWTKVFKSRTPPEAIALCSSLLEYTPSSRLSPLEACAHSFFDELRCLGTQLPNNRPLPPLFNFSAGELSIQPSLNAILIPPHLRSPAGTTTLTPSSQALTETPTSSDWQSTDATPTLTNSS
# HSF1 activator = increases HSF-1 driven luciferase reporter signal | NIH3T3-HGL HSF-1 luciferase reporter, MG132, 8 h; 100% = twice DMSO control signal | activation, % at 9 µM | 1.7% of 300,000 active | AID 504408;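 active means mean replicate activation of at least 50% with a set share of replicates each reaching 50%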;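 further: 0% = median of the neutral control wells and 100% = twice that signal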
# HSF1 inh = HSF1 inhibition. NIH3T3-HGL HSE-luciferase, MG132-induced, luminescence 8 h; stronger effect = lower value. activity change, negative = inhibition, % at 7.5 µM (by protocol). 0.77% of 300,000 active. AID 2098;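 active means more than half of replicate wells show activity change below -50%, luminescence cut by over half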;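 further: luciferase reports HSF-1 transcriptional activity via heat shock element; 0% = median of DMSO wells and -100% = zero luminescence signal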
# HIF act = HIF pathway transcriptional activation | U2OS HRE-luciferase reporter, luminescence; normalized: DMSO 0%, desferrioxamine 100% | activation, % at 7.5 µM (by protocol) | 0.32% of 300,000 active | AID 1910;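 active means mean activation of at least 10% of the iron chelator positive control signal, with at least half of replicates also reaching 10%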
# KLF5 inh = suppresses KLF5 promoter-driven expression; inhibition, % at 5 µM; 0.23% of 290,000 active; DLD-1 KLF5 promoter-luciferase reporter, luminescence;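 active means inhibition above a per-plate limit of that plate's mean compound inhibition plus 3 SD, cut at about 60% in these data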;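 further: 0% = DMSO wells and 100% = LY294002 at 200 µM; higher means less KLF5 promoter-driven luciferase light; inactives centre near -14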
# aSyn UTR inh = 5' untranslated region of α-synuclein, MLPCN primary screen | alpha-synuclein 5'UTR reporter, inhibitor activity | inhibition, % (tested at 7.5 µM) | 0.82% of 300,000 active | AID 1813; in the data active means inhibition above about 60%;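 further: H4 neuroglioblastoma cells stably carrying SNCA 5'UTR luciferase fusion; 0% = DMSO wells and 100% = positive control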
# HSP90 inh = inhibitors of HSP90 luciferase refolding in rabbit reticulocyte lysate; luciferase refolding luminescence, 3 h; inhibition, % at 5.6 µM; 0.91% of 290,000 active;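 active means inhibition above the screen-wide mean plus 3 SD, computed separately per campaign, cut at about 16% in these data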;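 further: 0% = DMSO wells and 100% = 60 µM geldanamycin wells; inhibitors lower the luminescence because luciferase stays unfolded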
# AI-2 QS modul = modulators of Vibrio harveyi AI-2 quorum sensing system; Vibrio harveyi JMH597 AI-2 luminescence/OD600 ratio, 9 h; stronger effect = lower value; strain lacks LuxN and CqsS sensors; 0 = neutral-control median; activity change, % at 7.5 µM; 0.4% of 300,000 active; AID 2094; in the data active means activity change below about -75%, passing the limit was not always enough;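 further: luminescence divided by OD600 gain over 9 h not by final OD600 alone; inactives centre near 13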
# The depositor's hits bear a star; . = no result given. Outcome played no part in choosing rows; any-hit rate near 4.7%.
# Start of the listing, in advance, twelve compounds:
SMILES,GSK3beta inhib,IEC-6 tox,GSK3 alpha inh,HSF1 activator,HSF1 inh,HIF act,KLF5 inh,aSyn UTR inh,HSP90 inh,AI-2 QS modul
O=S1(=O)CCC(NC(=S)N2CCCCC2)C1 (centres undefined),4,-1,-1,-5,3,0.0,-3,-7,-2,3
O=C(CN(C(=O)Cn1nnc(-c2ccc(F)cc2)n1)c1ccc(F)c(Cl)c1)NCC1CCCO1 (centres undefined),3,4,.,4,2,-0.4,-5,2,-2,4
O=C(CCNC(=O)c1ccc(Br)cc1)NCC1COc2ccccc2O1 (centres undefined),4,5,-1,17,14,1.0,-48,-50,4,-7
Fc1ccc(-n2cc(CNCCc3ccncc3)c(-c3ccccc3Cl)n2)cc1,-1,3,4,9,6,-0.2,-5,3,11,32
CN1CCN(Cc2nc(Cc3cccc(F)c3)no2)CC1c1ccccc1 (centres undefined),3,-10,2,15,1,0.3,-18,30,-1,17
Cc1cccc(NC(=O)CSCC(=O)N(CCC(C)C)c2c(N)n(Cc3ccccc3)c(=O)[nH]c2=O)c1,1,.,0,10,7,-1.3,.,14,.,14
O=C(CNC(=O)N1CC(=O)Nc2ccccc21)Nc1ccc(F)c(Cl)c1,-4,-1,10,1,2,0.7,-3,2,-1,32
CCC(=O)N1CCc2cc(S(=O)(=O)CCC(=O)O)ccc21,3,-3,-1,-2,-3,0.0,15,-7,-2,21
O=C(c1ccc([N+](=O)[O-])cc1Cl)N1CCN(c2ccccn2)CC1,-2,-1,-3,-6,3,0.1,-24,-6,0,3
COC(=O)c1cc(N=Nc2sc(N)nc2C)cc(C(=O)OC)c1,3,1,-1,-15,-3,-0.3,-4,-17,-1,1
Cc1ccccc1NC(=O)c1sc(Cl)nc1C,0,-1,-2,7,0,-0.2,0,-16,-3,17
Cc1ccc(C(=O)NNC(=O)c2csc(N3CCOCC3)n2)o1,0,.,1,5,-7,-0.5,.,17,.,12

# Main list, repeating the preview:
SMILES,GSK3beta inhib,IEC-6 tox,GSK3 alpha inh,HSF1 activator,HSF1 inh,HIF act,KLF5 inh,aSyn UTR inh,HSP90 inh,AI-2 QS modul
O=S1(=O)CCC(NC(=S)N2CCCCC2)C1 (centres undefined),4,-1,-1,-5,3,0.0,-3,-7,-2,3
O=C(CN(C(=O)Cn1nnc(-c2ccc(F)cc2)n1)c1ccc(F)c(Cl)c1)NCC1CCCO1 (centres undefined),3,4,.,4,2,-0.4,-5,2,-2,4
O=C(CCNC(=O)c1ccc(Br)cc1)NCC1COc2ccccc2O1 (centres undefined),4,5,-1,17,14,1.0,-48,-50,4,-7
Fc1ccc(-n2cc(CNCCc3ccncc3)c(-c3ccccc3Cl)n2)cc1,-1,3,4,9,6,-0.2,-5,3,11,32
CN1CCN(Cc2nc(Cc3cccc(F)c3)no2)CC1c1ccccc1 (centres undefined),3,-10,2,15,1,0.3,-18,30,-1,17
Cc1cccc(NC(=O)CSCC(=O)N(CCC(C)C)c2c(N)n(Cc3ccccc3)c(=O)[nH]c2=O)c1,1,.,0,10,7,-1.3,.,14,.,14
O=C(CNC(=O)N1CC(=O)Nc2ccccc21)Nc1ccc(F)c(Cl)c1,-4,-1,10,1,2,0.7,-3,2,-1,32
CCC(=O)N1CCc2cc(S(=O)(=O)CCC(=O)O)ccc21,3,-3,-1,-2,-3,0.0,15,-7,-2,21
O=C(c1ccc([N+](=O)[O-])cc1Cl)N1CCN(c2ccccn2)CC1,-2,-1,-3,-6,3,0.1,-24,-6,0,3
COC(=O)c1cc(N=Nc2sc(N)nc2C)cc(C(=O)OC)c1,3,1,-1,-15,-3,-0.3,-4,-17,-1,1
Cc1ccccc1NC(=O)c1sc(Cl)nc1C,0,-1,-2,7,0,-0.2,0,-16,-3,17
Cc1ccc(C(=O)NNC(=O)c2csc(N3CCOCC3)n2)o1,0,.,1,5,-7,-0.5,.,17,.,12
O=C(CS(=O)(=O)c1ccccc1)Nc1nnc(Cc2ccccc2)s1,0,5,1,-2,-2,0.0,-11,-6,3,25
COc1ccc(C(=O)CCC(=O)N2CCN(c3cccc(Cl)c3)CC2)cc1,2,2,0,-5,1,-0.2,-8,1,-1,32
Cc1ccc(S(=O)(=O)N(C)CC(=O)OCC(=O)N2CC(=O)Nc3ccccc32)cc1,3,4,0,-4,-7,0.8,-12,-1,4,22
COc1ccc(OCC2c3cc(OC)c(OC)cc3CCN2C(=O)C(C)C)cc1 (centres undefined),0,-4,.,5,-4,-0.8,-32,7,-5,21
COc1cc2c(cc1OC)C1CC(=O)C(CC(C)C)CN1CC2 (centres undefined),3,1,3,-10,-3,-0.4,-7,6,-4,12
CSc1nsc(SC)c1NC(=O)N1CCCC1,-3,4,.,7,-9,-0.2,-41,-1,2,3
CCOc1ccc(-n2c(SC(C)C(=O)OC)nc3c(c2=O)SCC3)cc1 (centres undefined),0,-2,-3,-5,-2,0.1,-29,3,-2,-5
C=CCN1CN(S(=O)(=O)c2cccc(Cl)c2)c2nc3ccccc3nc21,1,0,-1,3,-4,0.4,-26,7,1,14
CCOC(=O)N1CCN(C(=O)c2cnsn2)CC1,0,-4,6,0,2,2.0,-33,7,2,3
CCN(CC)S(=O)(=O)c1ccc(O)c(C(=O)OCC(=O)N2CCCC2)c1,0,0,-2,4,1,-0.1,-36,5,0,20
COc1ccc(C(=O)C2CCCN(Cc3c[nH]c4ccccc34)C2)c(OC)c1 (centres undefined),2,9,2,12,-5,0.1,-11,-40,5,34
Cc1ccc(CNC(=O)c2cc3ccccc3oc2=O)cc1,2,.,-1,2,-11,1.2,.,-32,.,-18
CCN(CC)c1ccc(/C=C(/C#N)c2nc3ccc(C)cc3[nH]2)c(OC(C)C)c1,-5,0,-1,1,-3,-0.1,-17,-20,-2,5
Cc1ccc(N2C(=O)C3CCCN3C2=S)cc1C (centres undefined),-2,-7,-1,-3,-2,1.3,-24,-4,0,15
CC(=O)Nc1ccc(N=Cc2ccc(OCc3ccccc3)cc2)cc1,2,-2,-1,10,7,2.4,-28,-129,-2,5
COc1cccc(/C=N/NC(=O)c2cnn(-c3ccccc3)c2N)c1,-2,2,4,13,2,3.7,-73,-57,-2,16
O=C(CCCOc1ccccc1)NCc1ccco1,-1,5,0,19,7,0.0,8,-4,-3,18
Cc1ccc(NC(=O)Cn2c(CCC(=O)O)ccc2-c2ccc(Cl)cc2)cc1,2,7,-7,-8,-4,-0.7,-8,13,-1,5
CCOC(=O)c1ccc(-n2c(-c3ccco3)nc3ccccc3c2=O)cc1,2,.,0,-10,-5,0.1,.,1,.,2
CCc1ccc(N2CC(C(=O)OCC(=O)NC3CCS(=O)(=O)C3)CC2=O)cc1 (centres undefined),1,-5,0,6,0,1.3,20,12,0,7
COc1ccc2cc(C(=O)C3CCCN(C(=O)c4cncs4)C3)ccc2c1 (centres undefined),6,3,-1,-8,9,0.4,-16,-7,1,31
CCOc1ccc(CNC(=O)CCCc2cn(C)c3ccccc23)cc1OC,0,-2,-3,-3,-7,-0.2,4,20,-1,35
COc1ccc(C(=O)N(CCc2ccccc2)Cc2ccccc2)cc1S(=O)(=O)N1CCOCC1,0,.,-2,8,7,0.0,.,0,.,9
COc1ccc(-c2cc(C(=O)NCCN3CCOCC3)c3ccccc3n2)c(OC)c1,0,2,2,1,0,-0.5,-8,-12,-1,24
O=C(CSc1nc2ccccc2c(=O)n1-c1ccc(F)cc1)Nc1cc(S(=O)(=O)N2CCOCC2)ccc1Cl,-2,-6,1,19,4,-0.7,1,-1,3,58
O=C(Cn1c(=O)cnc2ccccc21)N1CCN(S(=O)(=O)c2cccc([N+](=O)[O-])c2)CC1,-2,.,0,5,-3,-21,.,-10,.,25
C/C(=N\NC(=O)c1ccoc1C)c1ccccc1O,-1,99*,2,27,14,4.4,40,-12,2,22
COc1cccc(C2C=C(c3cccs3)Nc3ncnn32)c1OC (centres undefined),3,-2,1,2,6,-0.5,-19,5,1,35
CCn1c(=O)c2sccc2n(Cc2cccc(C)c2)c1=O,0,4,-2,-6,0,0.8,-14,27,2,-14
c1ccc(-c2nccc(-c3ccc(-n4cnc5ccccc54)cc3)n2)cc1,2,2,-3,11,-1,0.0,-16,3,2,23
O=C(CCCC(=O)N(c1ccc(F)cc1)C(C(=O)NC1CCCC1)c1ccc(O)cc1)Nc1ccccn1 (centres undefined),-4,-5,3,-2,0,-0.4,-21,3,-1,0
O=C(Nc1nnc(-c2cccs2)o1)c1ccco1,1,1,1,7,0,0.2,-17,-23,2,63
CCOC(=O)CSc1nc2ccc(C)cc2n2cnnc12,2,6,7,14,6,-28,-15,0,0,67
CNC(=O)N(C1=NCC(C)(C)S1)c1ccc(F)c(Cl)c1,1,3,-1,7,19,1.7,-11,38,4,18
CS(=O)(=O)c1ccc2nc(NC(=O)C3=NN(c4ccccc4)C(=O)CC3)sc2c1,4,-4,-2,-14,-5,-0.6,-23,-7,-1,48
O=C(NNC1CC(=O)N(c2cccc(Cl)c2)C1=O)c1cccnc1 (centres undefined),-3,-2,-1,-5,-7,3.0,-21,-5,1,24
C/C(=N\Nc1nnc(-c2ccccc2)c(-c2ccccc2)n1)c1cccc([N+](=O)[O-])c1,.,-2,0,4,-6,0.0,-15,18,2,.
CCOc1ccc(N2C(=O)Nc3ccccc3C2(O)C(=O)NCc2ccc(F)cc2)cc1 (centres undefined),0,-3,0,-9,-3,-0.4,-6,-4,1,9
Cc1cccc(N2CCN(C(=O)c3ccc(Cl)c(NC4=NC5CS(=O)(=O)CC5S4)c3)CC2C)c1 (centres undefined),1,-7,0,29,9,-0.2,-23,10,1,22
O=C(NNc1ccccn1)C(=O)NNS(=O)(=O)c1ccc(Cl)cc1,3,-2,-3,1,-7,0.0,-14,17,3,-12
CCCS(=O)(=O)N1CCC(C(=O)N2CCN(Cc3ccccc3)CC2)CC1,2,0,1,-16,-24,0.0,-20,8,-1,18
COc1ccc(C2CC(=O)c3cnc(NC(=O)c4ccco4)nc3C2)cc1 (centres undefined),-2,4,1,12,-4,-0.2,-31,6,1,15
COc1ccc(CCNC(=O)Cn2nc(C)c3c(C)n(-c4ccccc4)nc3c2=O)c(OC)c1,1,-1,0,21,5,0.3,7,24,-2,20
